# Screening results deposited in PubChem BioAssay by several laboratories.
# Mcl1 Bid PPI – Mcl-1/Bid binding inhibitors, primary screen, biochemical, TR-FRET, 1536-well. inhibition, % at 21.7 µM. 220,000 compounds, 0.97% hits. AID 1021, 2008. TR-FRET Mcl-1/Bid-Dy647 peptide binding;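 active = compounds that cut the binding signal by more than half at the single screening dose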;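 also: His-tagged Mcl-1 with europium anti-His antibody binding Bid BH3 peptide; 0% = Mcl-1 plus peptide wells and 100% = peptide-only wells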
# Target sequence (Q07820 whole entry, looked up): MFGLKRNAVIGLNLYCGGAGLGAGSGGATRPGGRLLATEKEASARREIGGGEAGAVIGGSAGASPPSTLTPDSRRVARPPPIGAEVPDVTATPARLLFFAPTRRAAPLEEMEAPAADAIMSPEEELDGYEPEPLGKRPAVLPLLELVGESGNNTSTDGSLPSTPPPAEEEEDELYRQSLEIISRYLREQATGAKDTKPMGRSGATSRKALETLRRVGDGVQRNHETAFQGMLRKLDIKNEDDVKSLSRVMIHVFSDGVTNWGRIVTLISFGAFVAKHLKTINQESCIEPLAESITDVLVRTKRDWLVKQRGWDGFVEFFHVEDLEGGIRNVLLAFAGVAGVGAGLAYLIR
# Mcl1-Noxa inh – Mcl-1/Noxa binding inhibitors, primary screen, biochemical, TR-FRET, 1536-well; Induced myeloid leukemia cell differentiation protein Mcl-1 (Homo sapiens), Q07820; TR-FRET Mcl-1/Noxa peptide binding, 2 h; inhibition, % at 21.7 µM; 220,000 compounds, 1.5% hits; AID 1022, 2008;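 active = compounds that cut the protein-peptide binding signal by more than 50% relative to plate controls in a single-dose test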;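 also: His-tagged Mcl-1 with rhodamine Noxa BH3 peptide and terbium anti-His antibody; 0% = Mcl-1 plus Noxa peptide wells and 100% = peptide-only wells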
# Pf gamet viab – late stage P. falciparum gametocyte viability inhibitors, primary screen, ATP luminescence, HTS | P. falciparum stage V gametocytes, 24 h | inhibition, % at 10.9 µM | 150,000 compounds, 0.065% hits;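 active = inhibition above the mean plus 3 SD of compounds within the control limits, set per campaign, cut at about 38% in these data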;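 also: 0% = DMSO wells and 100% = medium only without gametocytes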
# Avidin fluor – green autofluorescence of compounds with avidin beads – biophysical, 488/530 nm, flow cytometry, artefact control, profiling panel. compound fluorescence 488/530 nm; hits give high values. fluorescence (KMESF) at 10 µM. 220,000 compounds, 0.38% hits; in the data active = fluorescence above about 47; also: inactives centre near 10
# * hit, by the source's call.
SMILES,Mcl1 Bid PPI,Mcl1-Noxa inh,Pf gamet viab,Avidin fluor
Cc1nn2c(NCc3cccnc3)c3c(nc2c1-c1ccccc1)CCC3,0,20,-11,9
COC(=O)C(=Cc1ccc(-c2ccsc2C(=O)OC)o1)C(=O)OC,0,7,10,5
Cc1cccc(C(=O)N/C(=C\c2ccc(C)o2)C(=O)O)c1,-5,13,15,8
COc1ccc(/C=C2\C(=O)c3ccccc3OC2c2ccccc2)cc1 (stereo unspecified),13,14,-2,3
CC1CC(C)CN(S(=O)(=O)c2ccc(NN)nc2)C1 (stereo unspecified),-68,-25,-10,3
CC(C)Oc1ccc(C2CC(=O)N(Nc3ccc([N+](=O)[O-])cc3[N+](=O)[O-])C2=O)cc1 (stereo unspecified),-5,8,2,7
Cn1c(=O)c2c(nc(N/N=C/c3cccnc3)n2Cc2ccc(F)cc2)n(C)c1=O,-22,-21,8,5
Cc1ccc(S(=O)(=O)N2CCCCC2)cc1NC(=O)CSc1nnnn1C,-28,0,2,12
Nc1nc[nH]c(=O)c1N=Cc1ccccc1,-30,5,-16,3
Cc1cc(/C=C(\C#N)C(=O)NCc2ccco2)c(C)n1-c1cccnc1,-99,12,-7,7
Cc1cccc(Oc2nccc(C(F)(F)F)c2C(=O)Nc2ccc(F)cc2F)c1,-2,8,-20,3
CSc1n[nH]c(NC(=O)c2c(-c3c(Cl)cccc3Cl)noc2C)n1,-8,10,-9,8
Cc1cc(Nc2ccccc2C(=O)O)n(-c2cccc(Cl)c2)n1,-8,31,-18,3
COc1ccc(-c2ccc(CCC(=O)O)n2-c2ccccc2O)cc1,-11,42,28,6
COC(=O)c1nc[nH]c1C(=O)OC,-3,3,6,7
N#C/C(=N\Nc1ccc(Cl)cc1)C(=O)c1ccsc1,-41,-23,-9,3
CCc1cc(C(=O)c2ccc(OC)cc2)c(N)s1,-23,13,10,6
Cn1cc2ccc([N+](=O)[O-])cc2n1,-4,-18,0,6
COc1cc(CCCN2C(=O)C(=O)NC[C@@H]2C(C)O)cc(OC)c1OC (stereo partly specified),-46,6,15,8
CNC(=O)N/N=C(\N)c1ccccn1,-13,-5,6,3
Cc1cccc(N=C2NC(=O)/C(=C/c3cccn3C)S2)c1,-25,6,14,7
Cc1cnc(NS(=O)(=O)c2ccccc2)c(Br)c1,6,-4,18,7
O=c1c2ccccc2ncn1-c1ccc(Cl)cc1Cl,-5,-9,-2,4
O=c1oc2ccc(Cl)cc2nc1/C=C(\O)c1cccs1,-39,-8,-10,7
CC1=Nc2ccccc2N=C(NC(=O)/C=C/C(=O)O)C1c1ccccc1 (stereo unspecified),-50,12,0,3

# Reprinted from the part before: 3 compounds; new compounds follow.
SMILES,Mcl1 Bid PPI,Mcl1-Noxa inh,Pf gamet viab,Avidin fluor
O=c1c2ccccc2ncn1-c1ccc(Cl)cc1Cl,-5,-9,-2,4
O=c1oc2ccc(Cl)cc2nc1/C=C(\O)c1cccs1,-39,-8,-10,7
CC1=Nc2ccccc2N=C(NC(=O)/C=C/C(=O)O)C1c1ccccc1 (stereo unspecified),-50,12,0,3
COC(=O)c1sccc1S(=O)(=O)Nc1ccc(S(N)(=O)=O)cc1,-42,18,-11,8
O=C(O)CN1C(=O)c2ccc(Oc3ccc4c(c3)C(=O)N(CC(=O)O)C4=O)cc2C1=O,-27,11,0,8
Cc1onc(-c2c(Cl)cccc2Cl)c1NC(=O)NC1CCSC1 (stereo unspecified),-14,3,8,17
COc1ccc(CCNC(=S)Nc2ccc(C(C)C)cc2)cc1,-101,6,10,6
COc1ccc(C(C)=O)cc1CSc1ccccn1,-13,7,-27,5
CCc1cc2c3c(c1)C(C)CC(C)(C)N3C(=O)/C2=C1\SC(=O)NC1=O (stereo unspecified),-1,41,3,8
CCOC(=O)c1cc(-c2cccs2)[nH]n1,-14,23,1,17
CN(C)c1ccc(/C=C2/C=C(c3ccc4c(c3)CCCC4)OC2=O)cc1,-109,-2,-19,11
COc1ccc(C2Nc3cc(OC)ccc3-n3cccc32)cc1 (stereo unspecified),-11,14,-5,7
CNc1ncc(C(=O)c2ccc(-c3ccccc3)cc2)s1,-18,2,1,14
CN(/N=C/c1cc(Cl)cc(Cl)c1O)C(=S)NC(C)(C)C,-20,28,-7,5
NC(=O)CNC(=O)c1cccc(Cl)c1,0,5,0,7
N#Cc1cnc2cc(-c3ccccc3)nn2c1N,-19,-5,-12,6
O=C(Nc1ccc2nc(C3CC3)n(Cc3ccccc3)c(=O)c2c1)C1CC1,-63,21,9,8
CCOC(=O)c1nc2c(ccc3ccccc32)cc1C,-19,2,-11,5
O=C(NC1CCSC1)c1cccc(Cl)c1 (stereo unspecified),-10,-15,13,6
O=C(c1ccc(=O)oc1)N1CCC(C(O)(c2ccccc2)c2ccccc2)CC1,4,2,16,8
CC1CCN(C(=O)C2CCN(S(=O)(=O)c3cc(Cl)ccc3Cl)CC2)CC1,-42,4,-2,6
Cc1nonc1NC(=O)CSc1nc(C23CC4CC(CC(C4)C2)C3)nc2ccccc12,0,-18,13,11
Cc1ccccc1CSc1nnc([C@@H]2CCCN2)o1,-15,4,-9,7
C=CCNC(=S)Nc1c(C(=O)OC)[nH]c2cc(OC)ccc12,-31,23,-22,4
Cc1onc(-c2c(Cl)cccc2Cl)c1NC(=O)N1CCSCC1,-7,11,1,5
COc1ccc(/C(C)=N/Nc2nc3ccccc3nc2C)cc1OC,-45,-14,1,6
CC(C)COc1ccc(C(=O)N/C(=C/c2cccc([N+](=O)[O-])c2)C(=O)O)cc1,-40,-11,1,8
COc1cc(C(O)P(=O)(OCC(C)C)c2ccc(N(C)C)cc2)cc(OC)c1OC (stereo unspecified),-36,6,-1,8

# Other records follow.
SMILES,Mcl1 Bid PPI,Mcl1-Noxa inh,Pf gamet viab,Avidin fluor
Cc1onc(-c2c(Cl)cccc2Cl)c1-c1nnc(-c2ccc(Cl)cc2)o1,7,-19,-16,2
O=C(Cn1nc(Cc2cccnc2)c2ccccc2c1=O)Nc1ccccc1F,6,0,30,8
N#Cc1cccc(C#N)c1Oc1ccc(S(=O)(=O)Nc2ccccc2)cc1,13,5,1,7
COc1cc(/C=C(/C#N)c2nc(-c3cc4ccccc4oc3=O)cs2)cc([N+](=O)[O-])c1O,97*,98*,-29,9
Cc1sc2nc(CC(=O)NN)[nH]c(=O)c2c1C,-3,16,6,3
S=c1[nH]nc(-c2ccccn2)n1/N=C/c1ccc(Cl)c(Cl)c1,-66,0,-23,6
O=CN1CCN(C(=S)Nc2ccc(OC(F)F)cc2)CC1,-14,4,1,10
COc1ccccc1Nc1nc(N)nc(CN2CCN(Cc3ccc4c(c3)OCO4)CC2)n1,-7,-1,4,7
CC(C)(CC(=O)O)CC(=O)NCc1c(Cl)cccc1Oc1ccccc1,-11,3,9,6
COC(=O)CCC(=O)OC1(C)C(=O)C=C2C=C(C3CC3)N(C3CCCCC3)C=C2C1=O (stereo unspecified),-79,9,-10,9
Cc1cccc(Oc2ccc(NC(=O)c3ccccc3C(=O)O)cc2)c1,-29,-9,6,5
O=C(Nc1ccc(Cl)cc1)N1N=CCC1c1ccccc1 (stereo unspecified),1,2,24,7
COC(=O)Cc1[nH]c(=O)[nH]c1C(=O)OC,3,3,-10,9
CC1Cc2ccccc2N1CC(=O)Nc1ccc(S(=O)(=O)N(C)C)cc1 (stereo unspecified),-34,9,15,9
O=C(COc1ccc(S(=O)(=O)N2CCOCC2)cc1)N1CCc2ccccc2C1,-5,-1,12,7
CC(=O)N(/N=C/c1ccc([N+](=O)[O-])o1)c1nc2ccccc2c(=O)n1-c1ccccc1,-2,22,-27,4
C/C(CC(=O)Nc1ccc2c(c1)OCO2)=N\NC(=O)c1ccc(N)cc1,-62,1,9,9
COc1ccc(NC(C)=O)cc1S(=O)(=O)N1CCN(C(=O)c2ccccc2F)CC1,-46,11,11,7
COCCCNC(=S)NNC(=S)Nc1ccccc1,-19,-7,23,5
O=C(COC(=O)CNC(=O)c1ccc(Cl)cc1)Nc1cccc(S(=O)(=O)N2CCCC2)c1,-24,8,15,9
O=C(NNC(=O)c1cnccc1C(F)(F)F)c1ccc(Cl)cc1,-11,12,6,7
CC(C)n1cnc2c(Nc3cccc(F)c3)nc(NCCO)nc21,-70,-5,-2,9
Fc1ccc(-c2nc(-c3cccs3)no2)cc1,-2,23,1,8
Cc1cc(C)cc(NC(=O)Nc2ccc(-n3ccc(C(F)(F)F)n3)cc2)c1,-11,16,-17,7
CCCSc1ncccc1C(=O)O,2,12,-9,3

# A different layout for two compounds above:
> COC(=O)c1nc[nH]c1C(=O)OC
  Mcl1 Bid PPI: -3 | Mcl1-Noxa inh: 3 | Pf gamet viab: 6 | Avidin fluor: 7

> N#C/C(=N\Nc1ccc(Cl)cc1)C(=O)c1ccsc1
  Mcl1 Bid PPI: -41 | Mcl1-Noxa inh: -23 | Pf gamet viab: -9 | Avidin fluor: 3

# A stretch from further up, as a working copy:
SMILES,Mcl1 Bid PPI,Mcl1-Noxa inh,Pf gamet viab,Avidin fluor
Cn1c(=O)c2c(nc(N/N=C/c3cccnc3)n2Cc2ccc(F)cc2)n(C)c1=O,-22,-21,8,5
Cc1ccc(S(=O)(=O)N2CCCCC2)cc1NC(=O)CSc1nnnn1C,-28,0,2,12
Nc1nc[nH]c(=O)c1N=Cc1ccccc1,-30,5,-16,3
Cc1cc(/C=C(\C#N)C(=O)NCc2ccco2)c(C)n1-c1cccnc1,-99,12,-7,7
Cc1cccc(Oc2nccc(C(F)(F)F)c2C(=O)Nc2ccc(F)cc2F)c1,-2,8,-20,3

# Further structures.
SMILES,Mcl1 Bid PPI,Mcl1-Noxa inh,Pf gamet viab,Avidin fluor
COc1cc(/C=C(\NC(=O)c2ccccc2)C(=O)N2CC3CC(C2)c2cccc(=O)n2C3)cc(OC)c1OC (stereo unspecified),-12,2,13,8
COC(=O)[C@H](CCSC)NS(=O)(=O)c1ccccc1Br,-92,-9,11,9
CCCN(CCC)CC(O)COc1ccccc1C(=O)Nc1ccccc1 (stereo unspecified),-21,3,-1,6
COc1ccc(C2CC(c3ccc4ccccc4c3OC(C)=O)=NN2C(C)=O)cc1 (stereo unspecified),8,1,-3,4
CCOC(=O)c1cnc(-n2nc(C)cc2C)nc1NNc1nc(C)cc(C)n1,-27,-11,6,8
CCOC(=S)SCC(=O)Nc1ncc(C)s1,-9,-9,8,6
CC(C)(C)OC(=O)N1CCC(CNC(=O)Nc2ccccc2)CC1,-45,-14,-12,8
CC(C)n1ncc2c(C(=O)O)cc(C3CC3)nc21,-3,9,22,5
COc1ccc(C(=O)NCC2(c3ccccc3)CCOCC2)cc1,-37,-20,5,7
CCCn1c(C(C)NC(=O)c2ccccc2)n[nH]c1=S (stereo unspecified),-31,5,-25,6
CCN(CC)C(=O)CSc1nnc(-c2ccccn2)n1-c1ccccc1OC,-66,-13,5,7
CC1(C)CC(=O)C=C(NCCc2c[nH]c3ccccc23)C1,-25,11,14,3
Cc1cccc(OCC(=O)N=Nc2c(O)[nH]c3ccc([N+](=O)[O-])cc23)c1,13,14,-2,3
Cc1ccc(NC(=O)C2CC(=O)Nc3ncnn32)cc1Cl (stereo unspecified),-24,-5,14,7
CCCCCCCc1c(O)nc(SCC(=O)O)[nH]c1=O,-13,-8,-3,9
C/C(=N/N1CCN(Cc2cccc3ccccc23)CC1)c1ccco1,6,-4,-33,8
c1cncc(-c2nc(NCc3ccc4c(c3)OCO4)c3ccccc3n2)c1,-5,2,7,6
CC(=O)NNC(=O)c1sc(=S)n(C)c1C,-1,18,16,9
COc1ccc(OC)c(/C=N/NC(=O)c2ccc(=O)[nH]n2)c1,-2,-6,1,3
CCCC12CN3CC(C)(CN(C1)C3c1ccc([N+](=O)[O-])o1)C2=O (stereo unspecified),-7,-10,-3,3
CC(C)CC(C)NC(=O)c1ccc(C(F)(F)F)cc1 (stereo unspecified),-12,5,10,7
COc1ccc([C@H]2C(C#N)=C([S-])N[C@](C)(O)[C@@H]2[n+]2ccccc2)cc1,-42,21,-10,7
CCN(CC)CCCN=Cc1c(O)n(-c2ccc(C)cc2)c(=O)c2ccccc12,-35,-3,13,13
COc1ccc(C(=O)CN2CCN(c3cc(C)nc4ccccc34)CC2)cc1,-6,8,-11,6
O=C(Cn1cncn1)N/N=C/c1cc([N+](=O)[O-])ccc1O,-79,-51,-21,10

# Other compounds follow.
SMILES,Mcl1 Bid PPI,Mcl1-Noxa inh,Pf gamet viab,Avidin fluor
O=C(Cn1nc(-c2ccccc2)ccc1=O)NCCCN1CCOCC1,-6,-1,24,9
CC(=O)N1CCN(c2ccc(NC(=S)NC(=O)c3ccc(C)c([N+](=O)[O-])c3)cc2)CC1,-70,11,-12,7
Clc1ccc(Oc2nc3c(Cl)cccc3s2)cc1Cl,-7,0,-14,13
COc1ccccc1NC1=NC(CO)(CO)CS1,-6,10,3,10
COc1ccc2nc(SCC(=O)Nc3ccccc3OC)[nH]c2c1,1,-9,-5,2
COC(=O)C(=N/Nc1ccccc1C(=O)OC)/C(C)=N/O,-16,-9,-4,6
Cc1cc(C(N)=O)nn1-c1c(Cl)cc(Cl)cc1Cl,-22,-4,-10,7
O=c1cc(CSc2ccc(Cl)cc2)[nH]c2[nH]n(-c3ccccc3)c(=O)c12,-44,22,-10,6

# These rows are one share of the data (hit frequency here may not be typical).
